NSD2 inh: blocks human histone methyltransferase NSD2. O96028. NSD2 peptide methylation, AlphaScreen, 120 min. inhibition, % at 12.5 µM. actives 0.54% (n = 310,000); in the data active = inhibition above about 50%
CDK5 inh: CDK5/p35 (human) kinase inhibition; Q00535+Q15078; Recombinant CDK5/p35, ADP-Glo luminescence, 60 min; inhibition, % at 10 µM; actives 0.01% (n = 330,000); AID 488839;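 active = highest replicate inhibition of at least 50% and at least 75% of replicates reaching 50%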;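 note: plate controls were DMSO neutral control for no effect and GW8510 at 10 µM for full effect; many of its hits are not listed in these tables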
Target sequence (Q00535 whole entry, looked up): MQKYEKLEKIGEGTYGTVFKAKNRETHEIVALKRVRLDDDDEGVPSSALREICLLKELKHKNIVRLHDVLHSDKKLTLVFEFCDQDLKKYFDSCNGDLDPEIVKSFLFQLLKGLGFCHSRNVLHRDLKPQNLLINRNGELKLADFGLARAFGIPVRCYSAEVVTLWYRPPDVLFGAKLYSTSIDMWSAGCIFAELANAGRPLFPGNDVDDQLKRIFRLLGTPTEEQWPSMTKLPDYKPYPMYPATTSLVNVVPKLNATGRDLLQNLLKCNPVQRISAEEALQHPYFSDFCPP
Target sequence (Q15078 whole entry, looked up): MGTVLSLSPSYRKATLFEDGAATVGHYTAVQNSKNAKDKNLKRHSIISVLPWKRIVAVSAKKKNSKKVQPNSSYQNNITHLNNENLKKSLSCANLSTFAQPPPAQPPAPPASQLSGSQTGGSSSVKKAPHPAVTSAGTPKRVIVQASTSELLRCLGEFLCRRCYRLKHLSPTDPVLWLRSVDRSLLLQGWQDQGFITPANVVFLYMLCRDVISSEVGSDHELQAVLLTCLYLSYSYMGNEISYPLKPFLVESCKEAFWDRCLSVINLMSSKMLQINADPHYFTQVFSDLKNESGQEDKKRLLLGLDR
Wnt act: Wnt/beta-catenin pathway activation. activation, % at 9.35 µM. actives 1.2% (n = 300,000). Wnt/beta-catenin reporter cell assay, activator, plate reader; in the data active = activation above about 30%, passing the limit was not always enough;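 note: 0% = neutral control wells and 100% = positive control wells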
PvdQ acylase: P. aeruginosa PvdQ acylase inhibition | inhibition, % at 10 µM | AID 488965 | purified PvdQ acylase, fluorescence plate reader | actives 0.063% (n = 340,000); in the data active = inhibition above about 30%, passing the limit was not always enough;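 note: 0% = vehicle neutral wells and 100% = reference inhibitor wells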
SR-BI DiI inh: mouse SR-BI HDL lipid transfer inhibition; Q61009; ldlA[mSR-BI] CHO cells, DiI-HDL uptake fluorescence, 3 h; inhibition, % at 12.5 µM; actives 0.96% (n = 320,000);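 active = mean replicate inhibition of at least 70% and a set share of replicates each scoring 70 or more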;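 note: 0% = median of neutral control wells and 100% = median of positive control wells; values of inactives mirror those of a sister screen read the other way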
MITF TRPM1 HTS: increases MITF-driven TRPM1 promoter luciferase signal. AID 588334. activation, % at 12.5 µM. actives 0.75% (n = 300,000). SK-MEL-5 TRPM1-promoter luciferase, 24 h; % of positive control, neutral wells = 0;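 active = mean activation of at least 80% with every replicate also reaching 80%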;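 note: 0% = neutral control wells and 100% = parthenolide positive control wells; values of inactives mirror those of a sister screen read the other way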
V-ATPase pH: regulators of yeast V-ATPase proton transport | S. cerevisiae, pHLuorin cytosolic pH fluorescence | response, % at 10 µM | actives 0.37% (n = 350,000); in the data active = response mostly above about 7.3%, no sharp cut-off; inactive = mostly below about 5.4%; note: actives read high; inactives centre near 0; some compounds called inactive have numbers as strong as hits; reference of the scale not given here
HTR5A inv ctr: counter-screen for OPRM1-OPRD1 inverse agonists: human HTR5A inverse agonism; P47898; HTR5A cell line, luminescence; inhibition, % at 9.3 µM; actives 0.083% (n = 340,000); in the data active = inhibition mostly above about 23%, no sharp cut-off; inactive = mostly below about 18%;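 note: 0% = cells with DMSO and 100% = no-cell wells with DMSO; some compounds called inactive have numbers as strong as hits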
dFosB activator: activators of mouse delta FosB homodimer; P13346; purified delta FosB, TAMRA-CDK5 oligo fluorescence polarization; percent of positive-control signal above neutral wells; activation, % at 25 µM; actives 0.99% (n = 340,000); AID 493131;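 active = mean activation above about 17%, with every replicate also reaching it, limit read from the data, passing the limit was not always enough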;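 note: fluorescence polarization rise as delta FosB binds a TAMRA Cdk5 AP-1 oligo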
Target sequence (P13346 whole entry, looked up): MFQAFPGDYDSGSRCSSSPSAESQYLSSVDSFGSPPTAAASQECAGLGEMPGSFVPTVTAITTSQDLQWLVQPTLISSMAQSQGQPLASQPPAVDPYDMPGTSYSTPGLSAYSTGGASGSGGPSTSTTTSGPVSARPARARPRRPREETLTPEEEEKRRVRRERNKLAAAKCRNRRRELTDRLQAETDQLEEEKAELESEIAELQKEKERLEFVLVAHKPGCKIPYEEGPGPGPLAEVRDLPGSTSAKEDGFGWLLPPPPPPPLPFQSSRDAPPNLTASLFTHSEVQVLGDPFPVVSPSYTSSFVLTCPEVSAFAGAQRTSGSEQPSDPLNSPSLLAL
HTR5A ag: activates human HTR5A in OPRM1-OPRD1 agonist counter-screen; P47898; HTR5A agonist assay, luminescence, cell-based; activation, % at 9.3 µM; actives 0.61% (n = 340,000); AID 504692; in the data active = activation mostly above about 9.5%, no sharp cut-off; inactive = mostly below about 7.6%;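 note: 0% = cells with vehicle only and 100% = reference agonist; strong numbers were not always called active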
An asterisk follows results filed as active; · = not tested or not shown; & = joins results of further samples.

SMILES	NSD2 inh	CDK5 inh	Wnt act	PvdQ acylase	SR-BI DiI inh	MITF TRPM1 HTS	V-ATPase pH	HTR5A inv ctr	dFosB activator	HTR5A ag
CCCOC(=O)c1ccc(Cl)c(NC(=O)c2ccc(-c3ccccc3)cc2)c1	·	0.0	·	-10	66	50	0	13	-2	3
CN(C)/C=N/C(=S)Nc1ccc(F)cc1	-1	2.5	2	-11	-11	19	0	-16	-3	6
N#C/C(=C/c1ccco1)c1nc2ccccc2s1	30	0.8	51*	41*	-18	5	4	19	-1	-2
CCC(Sc1nc2ccccc2c(=O)[nH]1)C(=O)O (centres undefined)	1	-0.5	5	-15	-10	·	2	-30	-1	0
COc1ccccc1CNC(=O)CN1C(=O)CSc2ccc(S(=O)(=O)N3CCCC3)cc21	0	0.0	-1	-6	5	13	0	7	-5	-2
Cc1nc2ccc(S(=O)(=O)NCC(=O)N3CCCC(C)C3)cc2s1 (centres undefined)	-5	-1.7	·	-3	1	3	-1	11	1	2
O=C(NCc1ccccn1)Nc1ccc(Br)cc1	4	0.3	4	-11	-4	25	-4	-5	5	2
Cc1cc(C(=O)NC2CCCCC2)c(C)o1	2	0.6	0	6	9	23	4	-9	6	4
COc1ccc(NC(=O)/C(C#N)=C/c2ccc(Br)o2)cc1	-4	0.3	·	4	2	29	-8	11	-6	-1
C=CC[C@@H](CC(=O)N[C@@H](CO)Cc1ccccc1)C(=O)N[C@H](C)COC(=O)[C@@H](CC=C)Cc1ccc(F)cc1	·	0.9	-4	2	26	-6	-1	-9	2	4
CNC(=S)N(CCc1c(C)[nH]c2ccccc12)Cc1cc(OC)c(OC)c(OC)c1	·	0.0	-4	7	44	·	-2	5	-8	-2
O=C(N[C@@H](Cc1ccccc1)C(=O)N1CCN(S(=O)(=O)c2ccc(F)cc2)CC1)c1ccco1	0	0.7	-3	-13	-1	9	-2	-1	-6	-4

Overlap with the part before: 5 entries; new compounds follow.
SMILES	NSD2 inh	CDK5 inh	Wnt act	PvdQ acylase	SR-BI DiI inh	MITF TRPM1 HTS	V-ATPase pH	HTR5A inv ctr	dFosB activator	HTR5A ag
Cc1cc(C(=O)NC2CCCCC2)c(C)o1	2	0.6	0	6	9	23	4	-9	6	4
COc1ccc(NC(=O)/C(C#N)=C/c2ccc(Br)o2)cc1	-4	0.3	·	4	2	29	-8	11	-6	-1
C=CC[C@@H](CC(=O)N[C@@H](CO)Cc1ccccc1)C(=O)N[C@H](C)COC(=O)[C@@H](CC=C)Cc1ccc(F)cc1	·	0.9	-4	2	26	-6	-1	-9	2	4
CNC(=S)N(CCc1c(C)[nH]c2ccccc12)Cc1cc(OC)c(OC)c(OC)c1	·	0.0	-4	7	44	·	-2	5	-8	-2
O=C(N[C@@H](Cc1ccccc1)C(=O)N1CCN(S(=O)(=O)c2ccc(F)cc2)CC1)c1ccco1	0	0.7	-3	-13	-1	9	-2	-1	-6	-4
Cc1cc2cc(C)c(NCCNC(=O)c3ccccc3)nc2cc1C	-2	0.4	1	-13	14	7	-1	-8	-18	3
Cc1cc(C(=O)CCC(=O)NCc2ccccc2F)c(C)s1	-2	-1.8	-3	9	-17	14	4	-18	-8	7
Cn1c(N2CCN(C(=O)NCc3ccccc3)CC2)nc2ccccc21	-5	0.4	-3	1	1	-2	-4	-8	10	2
CCCCCCOc1ccc(N2C(=O)CC(SC(=NCC)NCC)C2=O)cc1 (centres undefined)	-1	-1.0	-1	-12	10	8	0	0	-6	0
CCn1cc(-c2cc(C(=O)O)c3ccccc3n2)cn1	-15	0.1	-1	-13	-5	12	0	7	-14	4
O=C(/C=C/c1ccc2c(c1)OCO2)c1ccco1	13	4.0	·	14	0	26	8	0	-1	0
COc1cc(NC(=O)C/C(C)=N/NC(=O)c2cccs2)c(OC)cc1Cl	1	0.2	0	-10	36	1	-3	-4	-5	1
O=C1CCCC/C=C\C[C@H](CC(=O)N(CCO)Cc2ccccc2)C(=O)NCCO1	·	0.1	0	-12	-36	-2	2	10	1	-3
CC(C)(C)OC(=O)N[C@@H](Cc1ccccc1)C(=O)N1CCC(C(=O)O)CC1	-5	-3.1	·	-1	-30	5	3	-15	0	0
CC(C)N(C(=O)[C@H]1C[C@H](CC(=O)NCCC2=CCCCC2)C(=O)N2CCc3c([nH]c4cc(-c5ccco5)ccc34)[C@]12C)C(C)C	·	0.0	-5	-6	56	-1	1	-6	-13	2
N#CC1=C(SCc2ccccc2)NC2=C(C(=O)CCC2)C1c1ccc2c(c1)OCO2 (centres undefined)	6	0.6	-3&-2	-17	-9	0	1	7	-11	2
CCOC(=O)c1c(C)[nH]c(C(=O)CSc2ccc(Cl)cc2)c1C	0	-2.2	·	-6	28	68	-1	-30	10	15*

Whole records from above:
N#CC1=C(SCc2ccccc2)NC2=C(C(=O)CCC2)C1c1ccc2c(c1)OCO2 (centres undefined) is listed as NSD2 inh: 6; CDK5 inh: 0.6; Wnt act: -3&-2; PvdQ acylase: -17; SR-BI DiI inh: -9; MITF TRPM1 HTS: 0; V-ATPase pH: 1; HTR5A inv ctr: 7; dFosB activator: -11; HTR5A ag: 2
CC(C)(C)OC(=O)N[C@@H](Cc1ccccc1)C(=O)N1CCC(C(=O)O)CC1 is listed as NSD2 inh: -5; CDK5 inh: -3.1; Wnt act: ·; PvdQ acylase: -1; SR-BI DiI inh: -30; MITF TRPM1 HTS: 5; V-ATPase pH: 3; HTR5A inv ctr: -15; dFosB activator: 0; HTR5A ag: 0

Following part:
SMILES	NSD2 inh	CDK5 inh	Wnt act	PvdQ acylase	SR-BI DiI inh	MITF TRPM1 HTS	V-ATPase pH	HTR5A inv ctr	dFosB activator	HTR5A ag
O=C(CNC(=O)c1ccc(F)cc1)Nc1ccccc1C(F)(F)F	6	0.3	3	-9	·	21	2	1	-5	0
COc1cnn(-c2ccc(Br)cc2)c(=O)c1SCc1ccccc1	-3	-1.2	-1	-12	8	27	3	15	-14	-6
O=C(CCl)NN1C(=O)NC2(CCCCC2)C1=O	-3	-2.3	0	-9	-6	7	-3	-4	0	2
CC1=CCC2([N+](=O)[O-])CN(CC(=O)O)CC1([N+](=O)[O-])C2 (centres undefined)	5	0.9	-1	-1	-4	-5	6	-27	4	-2
O=[N+]([O-])c1ccc(OCCCOc2cccc3cccnc23)cc1	-3	0.3	0	5	20	15	0	15	-10	-4
COCCCNC(=O)/C(C#N)=C/c1ccc(OCC(=O)O)c(OC)c1	42	-1.2	0	9	-30	7	1	33	-4	3
O=C(N/N=C/c1cn(-c2cccs2)nc1-c1ccccc1)c1ccccc1Br	-4	-0.5	5	-3	-4	21	-3	-3	-4	-3
Cn1nnnc1SCc1ccc([N+](=O)[O-])cc1	-4	1.5	-2	6	-48	-10	2	-6	-4	-2
CC(=O)C[C@@H](O)CC(=O)[C@H]1OC(=O)CCCCCCCCc2ccccc21	·	-0.5	3	-6	4	16	0	3	-5	-1
COC(=O)C1=CO[C@@H](O[C@@H]2O[C@H](CO)[C@@H](O)[C@H](O)[C@H]2O)C2C1CC(O)O[C@H]2C (some centres undefined)	·	-1.3	0	-13	-2	2	0	-38	-6	13
CC(C)(C)OC(=O)N1CCC(c2c(C(=O)NCC3CCN(C4CCCC4)C3)cnn2-c2ccccc2Cl)CC1 (centres undefined)	27	0.5	-2	-9	·	7	0	16	-2	2
O=C(COC(=O)c1ccccc1C(=O)OCC(=O)NCCc1c[nH]c2ccccc12)NCCc1c[nH]c2ccccc12	·	0.5	1	5	59	·	-2	-35	-5	12
Cc1ccccc1CSCC(=O)NC1CCCC1	0	0.2	·	-13	-9	37	1	4	-4	-2
Cc1ccc([N+](=O)[O-])cc1S(=O)(=O)NCCc1c(C)[nH]c2c(C)cccc12	-3	-0.5	-6	-6	-10	-5	0	-8	2	3
CCC(=O)Nc1c2c(nn1-c1ccc(C)cc1)CS(=O)(=O)C2	-4	-0.2	·	-12	-2	-4	4	21	-10	-4
CCOC(=O)CSc1nnc(CNC(=O)c2ccc(OC)c(OC)c2)n1C	-2	-0.6	-2	-13	-20	-4	-3	6	0	1
CCOC(=O)c1c(NC(=O)C2Cc3ccccc3C(=O)O2)sc2c1CCCC2 (centres undefined)	·	0.6	-3	3	40	8	1	-20	-5	8
CC(=O)N/C(N)=N/c1nc(=O)c2ccccc2s1	-2	1.4	29	-3	3	·	1	22	-19	2
COC(=O)c1c(NS(=O)(=O)c2ccccc2)csc1C	30	0.8	-4	-20	-2	-1	-2	-5	5	0
O=C(NCc1ccco1)c1cnc2sccn2c1=O	·	-1.2	1	0	-10	10	0	-16	-3	6
COC(=O)[C@H]1[C@H]2C[C@H]3c4[nH]c5ccccc5c4CCN3C[C@H]2CC[C@@H]1O	·	0.0	-1	-8	-2	-7	-2	2	3	-1
COc1ccc(-c2nn(-c3ccccc3)cc2CNCCN2CCOC2=O)c(F)c1	1	-0.8	-1	-9	-4	17	-2	-16	-9	5
Cn1c(CNc2nc(-c3ccccc3)cs2)nnc1SCC(=O)OC1CCCCC1	6	-0.7	·	4	52	-2	-2	-15	-11	5
CC(C)CCOc1ccc(C(CC(N)=O)C(=O)O)cc1 (centres undefined)	-2	-0.5	·	-16	-18	-14	-1	-11	9	-2
COc1cc(CNCc2ccccn2)ccc1OCC(=O)NC1CCCCC1	-5	-1.0	1	-14	-7	11	2	-12	-6	4
Cc1ccc(NC(=O)C(=O)NCC2CCCO2)cc1 (centres undefined)	-4	-3.1	·	-7	-10	56	2	2	4	-1
COc1ccc2[nH]c(C)c(CCNC(=S)Nc3ccccc3C)c2c1	·	0.1	-7	-16	62	0	-2	-2	-12	1
O=C(N1CCOCC1)N1CCOCC1	8	-0.4	3	-4	-6	2	0	5	1	-1
CCOC(=O)N1CCN(C(=O)NC23CC4CC(CC(C4)C2)C3)CC1	0	-0.3	·	-16	-10	-1	0	3	7	-1
COC(=O)c1cn(NC(=O)Cc2ccc(Cl)cc2)c(=O)c2ccccc12	-1	·	-5	2	-8	-7	-2	8	0	1
Cc1cc(NC(=O)Cn2nc(C(=O)O)c3ccccc3c2=O)c([N+](=O)[O-])cc1C	-2	-5.0	0	-10	13	-5	10	16	9	2
COC(=O)C1=C(C)NC2=C(C(=O)CC(C)(C)C2)C1c1cnn(C)c1C (centres undefined)	-4	-1.4	-1	-9	-10	5	1	-12	3	2
